Screening data (PubChem BioAssay)
CatB mixtures: human cathepsin B inhibition by mixtures. Purified cathepsin B, AMC dipeptide fluorescence, compound mixtures. inhibition, %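 (ten-compound pools at 5 µM per compound and 50 µM total)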. 62,000 compounds, 0.06% hits; in the data active = inhibition above about 22%, passing the limit was not always enough;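 note: 0% = enzyme without compound and 100% = no enzyme blank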
FXIa mix inh: factor XIa (human) inhibition, mixture screen; AID 680; purified FXIa, fluorogenic substrate, pooled mixtures; 62,000 compounds, 0.19% hits; inhibition, % at 5 µM; P03951;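 note: each value is inhibition by a whole ten-compound pool holding the compound; 0% = enzyme with no mixture and 100% = wells lacking enzyme; strong numbers were not always called active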
Target sequence (P03951 19-387 limits assumed): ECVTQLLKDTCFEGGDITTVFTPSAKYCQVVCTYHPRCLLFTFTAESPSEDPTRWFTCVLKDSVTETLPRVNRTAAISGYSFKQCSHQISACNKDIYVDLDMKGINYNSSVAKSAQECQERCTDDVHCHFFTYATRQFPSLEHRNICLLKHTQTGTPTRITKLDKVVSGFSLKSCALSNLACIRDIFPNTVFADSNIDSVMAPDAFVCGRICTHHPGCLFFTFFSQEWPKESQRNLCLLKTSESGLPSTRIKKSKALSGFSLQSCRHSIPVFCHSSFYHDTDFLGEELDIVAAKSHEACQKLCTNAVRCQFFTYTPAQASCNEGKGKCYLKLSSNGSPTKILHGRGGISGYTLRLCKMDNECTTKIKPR
Target sequence (P03951 388-625 limits assumed): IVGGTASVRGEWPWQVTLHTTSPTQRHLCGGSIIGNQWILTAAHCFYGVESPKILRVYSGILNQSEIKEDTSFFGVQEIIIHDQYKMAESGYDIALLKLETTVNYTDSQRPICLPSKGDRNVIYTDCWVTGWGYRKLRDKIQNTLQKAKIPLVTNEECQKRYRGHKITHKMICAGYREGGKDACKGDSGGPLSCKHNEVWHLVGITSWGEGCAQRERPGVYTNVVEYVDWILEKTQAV
FXIIa mix inh: blocks human factor XIIa in pooled compound mixtures | P00748 | purified FXIIa, fluorogenic substrate | inhibition, % at 5 µM | 62,000 compounds, 0.2% hits | AID 684;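 note: 0% = enzyme without compound and 100% = no enzyme blank; some results filed as inactive read as strong as hits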
CatG inh: blocks human cathepsin G enzyme activity; P08311; purified enzyme, AMC-tetrapeptide fluorescence, pooled mixtures; inhibition, % at 5 µM (by protocol); 62,000 compounds, 0.2% hits; AID 581;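 active = inhibition above 20% in each of the two mixture wells holding the compound; inactive = inhibition of 20% or less in either well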;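 note: 0% = enzyme control without mixture and 100% = blank lacking enzyme; strong numbers were not always called active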
Target sequence (P08311 21-244 limits assumed): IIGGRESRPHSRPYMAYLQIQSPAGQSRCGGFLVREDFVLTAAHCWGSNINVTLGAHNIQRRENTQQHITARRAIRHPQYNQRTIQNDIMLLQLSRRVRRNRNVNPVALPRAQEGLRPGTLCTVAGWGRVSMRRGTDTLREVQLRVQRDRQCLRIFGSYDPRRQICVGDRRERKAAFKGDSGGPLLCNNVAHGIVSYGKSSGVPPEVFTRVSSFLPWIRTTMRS
CatL inh: blocks human cathepsin L protease activity; 58,000 compounds, 0.17% hits; P07711; inhibition, %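 (tested at 10 µM)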; purified cathepsin L, fluorogenic substrate, fluorescence; AID 460; in the data active = inhibition above about 45%;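 note: 0% = enzyme with no compound and 100% = no enzyme blank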
A340 absorber: compound absorbs light at 340 nm. 65,000 tested, under 10 active. AID 708. fold change at 10 µM. compound absorbance at 340 nm, fold over control;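 active = at 10 µM dose, initial 340 nm absorbance at least 2 fold that of control wells; inactive = change under 2 fold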;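 note: initial absorbance extrapolated from kinetic A340 decline of NADH oxidation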
CatS block: blocks human cathepsin S protease activity. P25774. recombinant cathepsin S, AMC dipeptide fluorescence, pooled mixtures. inhibition, %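 (tested at 5 µM per compound within 10-compound mixtures)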. 62,000 compounds, 0.06% hits; in the data active = inhibition above about 32%, passing the limit was not always enough;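 note: 0% = enzyme without compound and 100% = blank without enzyme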
Target sequence (P25774 115-331 limits assumed): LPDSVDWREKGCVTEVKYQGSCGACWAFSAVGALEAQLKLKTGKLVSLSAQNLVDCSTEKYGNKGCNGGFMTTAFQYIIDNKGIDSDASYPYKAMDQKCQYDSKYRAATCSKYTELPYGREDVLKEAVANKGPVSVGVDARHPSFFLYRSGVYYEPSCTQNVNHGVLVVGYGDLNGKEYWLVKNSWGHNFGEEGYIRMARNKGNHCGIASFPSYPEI
C1s block: human complement C1s inhibition | AID 538 | purified C1s, fluorogenic AMC substrate, pooled mixtures | mean inhibition % of two 10-compound mixtures (active compounds read high), % at 5 µM (by protocol) | 62,000 compounds, 0.16% hits | P09871;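 active = inhibition above 20% in each of the two 10-compound mixture wells holding the compound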;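 note: 0% = enzyme wells lacking compound mixture and 100% = no-enzyme blank wells; some compounds called inactive have numbers as strong as hits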
CatB inh: human cathepsin B inhibition. AID 453. purified cathepsin B, fluorogenic substrate, fluorescence. 63,000 compounds, 0.1% hits. inhibition, %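 (tested at 10 µM)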; in the data active = inhibition above about 21%;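 note: 0% = enzyme with no compound and 100% = no enzyme blank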
An asterisk follows results filed as active; · = no result given. Cut-off read from the data, not from the text of the source, unless noted: active = inhibition above about 20% (passing the limit was not always enough); inactive = the rest. Some of the compounds tested; rates above refer to the full screens.

SMILES | CatB mixtures | FXIa mix inh | FXIIa mix inh | CatG inh | CatL inh | A340 absorber | CatS block | C1s block | CatB inh
Cc1ccc(SCc2[nH]nc3c2C2(C(=O)N(C)c4ccccc42)C(C#N)=C(N)O3)cc1 (stereo not given) | -4 | -10 | 3 | -10 | 15 | 1 | 3 | -58 | -2
COc1ccc(NC(=O)COc2nsnc2N2CCCCC2)cc1 | 3 | 7 | 7 | -1 | 4 | 1 | 11 | -30 | -4
N#CC1=C(N)N2C(=C(C#N)C13CCCCC3)SC1CCCCC12O (stereo not given) | 0 | 5 | 17 | 4 | 1 | 1 | 2 | 0 | -7
Cc1cc(C(=O)CSc2nnnn2C)c(C)n1CCc1ccc(F)cc1 | 3 | 4 | -19 | 7 | -10 | 1 | -6 | 14 | 2
CCCCn1c(C)nc2c(=O)n(C)c(=O)[nH]c21 | 4 | 1 | -4 | -3 | -2 | 1 | -3 | -38 | -1
COc1cc(OC)cc(C(=O)NCc2cccnc2)c1 | 34 | -10 | 4 | -7 | -2 | 1.1 | 6 | -25 | 4
CCNC(=O)N1CCNC(=O)C1CC(=O)Nc1ccc(C(=O)OCC)cc1 (stereo not given) | 5 | 18 | -4 | 1 | 5 | 1 | 9 | -36 | -1
CCCCN(Cc1cc2cc(OC)ccc2[nH]c1=O)C(=O)c1ccco1 | 30 | 28 | 5 | 4 | 21 | · | 15 | 16 | 0
CCCCN(C)S(=O)(=O)c1ccc(C(=O)Nc2nnc(-c3cccs3)o2)cc1 | -6 | -17 | 4 | -5 | -4 | 1.1 | -4 | -55 | 0
CN(C)c1nc(Nc2ccccc2)nc(Oc2ccc(=O)[nH]n2)n1 | 2 | 18 | 7 | 2 | · | 1 | -2 | 7 | 5
CC1=C(C(N)=O)C(c2cccnc2)n2nc(SCc3ccccc3Cl)nc2N1 (stereo not given) | 3 | 2 | 7 | -2 | 20 | 0.99 | 4 | 9 | 1
CC(=O)Nc1ccc(S(=O)(=O)N2CCN(c3ccc(C)c(Cl)c3)CC2)cc1 | 2 | 9 | 0 | 53 | 2 | 1 | -2 | 12 | 2
O=C(Nc1ccc2c(c1)OCO2)c1c(F)cccc1F | 2 | -1 | 3 | -5 | 21 | 1 | 2 | -24 | 4
Cn1cccc1Cc1nnc(SCC(=O)NCC2CCCO2)n1-c1ccc(F)cc1 (stereo not given) | 8 | 10 | 7 | 10 | 46* | 1 | 23 | 16 | 1
CC(C)CNC(=O)C1CCN(c2ccc(S(=O)(=O)N3CCOCC3)cc2)CC1 | -1 | -4 | 10 | 3 | -11 | 1 | -4 | -16 | -2
O=c1c2[nH]c3ccccc3c2ncn1CCN1CCNCC1 | -1 | 2 | 5 | 3 | 11 | 1 | -8 | -26 | 2
COc1ccc(C)cc1S(=O)(=O)N1CCN(Cc2ccccc2)CC1 | 5 | 8 | 0 | 13 | 4 | 0.96 | 0 | 15 | 4
Cc1ccnc(NS(=O)(=O)c2ccc(NC(=O)C3CCCCC3C(=O)O)cc2)n1 (stereo not given) | 1 | 6 | 2 | 10 | -2 | 0.99 | -3 | 11 | -2
c1ccc(CC2CCN(C(c3cccs3)c3nnnn3C3CCCC3)CC2)cc1 (stereo not given) | 3 | 4 | 6 | -5 | -7 | 0.98 | -5 | -5 | 3
NC(=O)c1ccc(NC(=O)CCCc2nc(-c3ccccc3Cl)no2)cc1 | 3 | 5 | 0 | -5 | -5 | 1 | -6 | -40 | 0
COc1ccc(-c2noc(C)c2-c2ccc3ccccc3n2)c(O)c1 | 4 | 10 | -25 | 0 | -1 | 1 | -3 | 1 | -4
Cc1nnc2n(-c3ccc(Cl)cc3)c(=O)c3c4c(sc3n12)CN(C)CC4 | -1 | -3 | 13 | -7 | 6 | 1 | 12 | -12 | 3
CCN1CCCC1CNC(=O)c1ccc2c(=O)n(CCOC)c(=O)[nH]c2c1 (stereo not given) | 2 | 3 | -4 | 14 | 9 | 1.1 | 6 | 13 | 1
CN(CCO)c1ncnc2nc[nH]c12 | 4 | 2 | -17 | 10 | · | 1.1 | 10 | 4 | 5
COc1ccc(S(=O)(=O)NC(CC(=O)NCC2CCCO2)c2ccco2)cc1 (stereo not given) | 6 | 6 | 4 | 2 | 4 | 1.1 | -2 | -5 | -4
N#CCCN1CCN(C(CNS(=O)(=O)c2ccc(Cl)cc2)c2ccccc2)CC1 (stereo not given) | 3 | 5 | 4 | 13 | 7 | 1 | -4 | 12 | -1
CCOC(=O)CN1CC23C=CC(O2)C(C(=O)Nc2ccc(C(C)=O)cc2)C3C1=O (stereo not given) | 4 | 8 | -3 | 6 | -4 | 0.99 | -3 | 13 | 4
Cc1c(NC(=O)CSc2nnc3sc4ccccc4n23)c(=O)n(-c2ccccc2)n1C | -3 | 6 | 5 | 1 | 3 | 0.99 | -5 | 3 | -5
COc1ccc(-n2nc3c(c2NC(=O)C2CCCC2)CS(=O)C3)cc1 (stereo not given) | 0 | -6 | 14 | 2 | · | 1.1 | 5 | -35 | -1
CC(Oc1ccc(Cl)cc1Cl)C(=O)NCCCN1CCOCC1 (stereo not given) | -3 | 1 | 5 | 2 | · | 1 | 12 | 2 | -2
O=C(CC(C(=O)N1CCc2ccccc21)n1ccnc1)NCC1CCCO1 (stereo not given) | -2 | 7 | 3 | 8 | 1 | 1 | -3 | 14 | 3
CCOC(=O)CSc1nc(N)c2c3c(sc2n1)CCCC3 | -4 | -4 | 10 | 8 | 8 | 0.99 | -25 | -160 | 3
COc1ccc(N2C(=O)C3CCCN3C2c2ccc(Cl)cc2)cc1 (stereo not given) | -11 | -30 | 3 | -19 | -10 | 1.1 | -26 | -221 | 1
CCn1c(SCC(=O)c2cccs2)nnc1-c1cccs1 | -9 | -32 | 1 | -35 | 17 | 1 | -19 | -106 | 2
CCOC(=O)c1ccc(N2C(=O)CC(Sc3nnc(C)s3)C2=O)cc1 (stereo not given) | 2 | 8 | 16 | 9 | 3 | 0.98 | 15 | 1 | 1
COc1ccccc1N1CCN(C(=O)CCNS(=O)(=O)c2ccc(Br)s2)CC1 | 2 | -2 | 6 | 11 | 15 | 1 | 12 | 12 | 4
COc1ccc(OC(C)=O)c(C2c3cc(OC)c(OC)cc3CCN2C(C)=O)c1 (stereo not given) | -4 | 9 | 4 | 8 | 1 | 1 | 1 | 12 | 4
O=C(CNS(=O)(=O)c1ccc(Br)s1)N1CCN(c2ncccn2)CC1 | 2 | -2 | 10 | -6 | 2 | 1 | 19 | -4 | 5
CCSc1nsc(SCC)c1C(N)=O | -1 | 3 | -18 | 9 | 9 | 1 | 2 | 13 | 3
COc1ccc(Cl)cc1C(=O)Nc1ccccc1N1CCN(C)CC1 | 2 | 3 | 2 | 6 | 8 | 1.1 | -2 | -9 | 2
Fc1ccc(-c2nc3n(n2)Cc2ccccc2-3)cc1 | -2 | 10 | 7 | 20 | 8 | 1 | 0 | 16 | 2
O=C(CCCc1nc(-c2ccccc2)no1)N1CCOCC1 | 18 | 6 | 4 | -4 | 10 | 1 | 12 | -5 | 7
CCOC(=O)c1ccccc1NC(=O)Cn1cnc2c(cnn2-c2ccc(OC)cc2)c1=O | 6 | 5 | 10 | -10 | 7 | 1 | -4 | 8 | 0
COc1cccc(C2C(C#N)=C(N)OC3=C2C(=O)CC(c2ccco2)C3)c1OCc1ccc(F)cc1 (stereo not given) | -2 | 4 | 5 | -4 | 14 | 1 | 5 | 0 | 2
COc1ccc(OC)c(NC(=O)CN2CCN(C(=O)c3ccco3)CC2)c1 | 3 | 5 | 4 | 10 | -8 | 0.96 | -8 | 10 | 0
COc1ccc(OC)c(NC(=O)N[C@@H](Cc2ccccc2)C(=O)O)c1 | 1 | 6 | 30 | 10 | 0 | 1 | 18 | 11 | 4
COC(=O)C1=C(C)N(CCc2ccccc2)C(=O)C1 | 4 | 4 | 3 | -3 | 6 | 0.99 | 21 | -12 | 8
O=C(CCN1C(=O)C2CC=CCC2C1=O)N1CCN(c2ccccn2)CC1 (stereo not given) | 1 | 9 | 8 | 11 | 12 | 1 | 14 | 12 | 5
CC(NC(=O)NC1CCCCC1)C(c1cccs1)N1CCN(C)CC1 (stereo not given) | 3 | 1 | 13 | 4 | 24 | 1.1 | 14 | 8 | 6
COc1cccc(C(=O)NCc2nnc(SCC(=O)Nc3nccs3)n2-c2ccccc2)c1 | 6 | 4 | -16 | 10 | 0 | 0.99 | -7 | 9 | 8
Cc1nnc(SCc2cc(=O)[nH]c(N3CCN(Cc4ccccc4)CC3)n2)s1 | -2 | -1 | 2 | 9 | · | 1 | 5 | 1 | 4
O=C(O)c1cc(NS(=O)(=O)c2cccc3ccccc23)ccc1O | 2 | 0 | -1 | 4 | 19 | 1 | 12 | -26 | 4
CCOC(=O)c1cc2sc(C)cc2n1CC(=O)Nc1ccc2c(c1)OCCO2 | 0 | 9 | -17 | 2 | -8 | 0.99 | -6 | 5 | 1
O=P(c1cccs1)(c1cccs1)c1cccs1 | 3 | 3 | 2 | 14 | · | 1 | -4 | 13 | 1
CCOC(=O)Nc1ccc(S(=O)(=O)Nc2nccc(C)n2)cc1 | -4 | -6 | 2 | 6 | -1 | 1.1 | 3 | -17 | 3
COc1ccc(NC(=O)Cc2nnc(SCC(=O)Nc3cc(C)ccc3OC)n2C)cc1 | 0 | 8 | 3 | -3 | 9 | 1 | 9 | -3 | 1
CN(C)c1oc(-c2ccccc2Cl)nc1S(=O)(=O)c1ccccc1 | 4 | 5 | 6 | 1 | 1 | 1.1 | -4 | -2 | 0
O=C(Nc1c(C(=O)Nc2cccc(F)c2)oc2ccccc12)c1ccc2c(c1)OCO2 | -1 | -3 | 4 | 7 | 17 | 1.1 | 10 | -10 | -2
O=C(CN1CCOc2ccccc21)N1CCN(c2cccc(Cl)c2)CC1 | 0 | 4 | 0 | -3 | 11 | 1.1 | 12 | -12 | -3
Cc1ccc(OCc2nnc(SCCN3CCOCC3)n2C)cc1 | 6 | 2 | 1 | 10 | 3 | 1 | 0 | 15 | 3

At a glance, part of the list above:
SMILES | CatB mixtures | FXIa mix inh | FXIIa mix inh | CatG inh | CatL inh | A340 absorber | CatS block | C1s block | CatB inh
O=C(CN1CCOc2ccccc21)N1CCN(c2cccc(Cl)c2)CC1 | 0 | 4 | 0 | -3 | 11 | 1.1 | 12 | -12 | -3
Cc1ccc(OCc2nnc(SCCN3CCOCC3)n2C)cc1 | 6 | 2 | 1 | 10 | 3 | 1 | 0 | 15 | 3

The results go on.
SMILES | CatB mixtures | FXIa mix inh | FXIIa mix inh | CatG inh | CatL inh | A340 absorber | CatS block | C1s block | CatB inh
O=C(c1cccc(S(=O)(=O)N2CCCC2)c1)c1nnc(-c2ccncc2)o1 | -7 | 9 | 6 | 1 | -6 | 0.99 | -5 | 2 | -2
CC1SC(=NC(=O)c2ccco2)NC1=O (stereo not given) | 7 | 8 | 3 | 14 | -3 | 1.1 | 3 | 11 | 0
Fc1ccc(F)c(CN2CCN(c3ncccn3)CC2)c1 | 2 | 1 | 7 | 7 | -2 | 1 | -2 | -3 | -2
O=C(CSc1nnc(-c2c[nH]c3ccccc23)o1)N1CCCCC1 | 4 | 3 | 6 | -5 | -2 | 0.99 | 7 | -11 | 6
CCn1cc(Br)c(C(=O)Nc2ccc(OC)cc2)n1 | -5 | 8 | -16 | -1 | 0 | 1 | 2 | 2 | -3
O=C1CC(N2CCN(c3nc4ccccc4s3)CC2)C(=O)N1Cc1cccs1 (stereo not given) | 5 | 9 | 1 | 0 | -4 | 1.1 | -2 | 1 | -3
Cc1nn(-c2ccc(C(=O)O)cc2)c(N)c1-c1ccccc1 | 9 | 9 | 0 | 14 | 6 | 0.97 | 13 | 20 | 7

CatL inh, what is marked active above
SMILES | CatB mixtures | FXIa mix inh | FXIIa mix inh | CatG inh | CatL inh | A340 absorber | CatS block | C1s block | CatB inh
Cn1cccc1Cc1nnc(SCC(=O)NCC2CCCO2)n1-c1ccc(F)cc1 (stereo not given) | 8 | 10 | 7 | 10 | 46* | 1 | 23 | 16 | 1
